# High-throughput results as filed in PubChem BioAssay.
# CXCR6 inh = inhibitors of human CXCR6 receptor. AID 602244. CHO-K1 PathHunter CXCR6 beta-arrestin, luminescence. O00574. hit rate 0.36% among 360,000. inhibition, % at 20 µM; in the data active means inhibition above about 34%, passing the limit was not always enough;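 further: antagonist mode with CXCL16 agonist at 10 nM final; 0% = 10 nM CXCL16 with DMSO and 100% = unstimulated wells without agonist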
# Target sequence (O00574 whole entry, looked up): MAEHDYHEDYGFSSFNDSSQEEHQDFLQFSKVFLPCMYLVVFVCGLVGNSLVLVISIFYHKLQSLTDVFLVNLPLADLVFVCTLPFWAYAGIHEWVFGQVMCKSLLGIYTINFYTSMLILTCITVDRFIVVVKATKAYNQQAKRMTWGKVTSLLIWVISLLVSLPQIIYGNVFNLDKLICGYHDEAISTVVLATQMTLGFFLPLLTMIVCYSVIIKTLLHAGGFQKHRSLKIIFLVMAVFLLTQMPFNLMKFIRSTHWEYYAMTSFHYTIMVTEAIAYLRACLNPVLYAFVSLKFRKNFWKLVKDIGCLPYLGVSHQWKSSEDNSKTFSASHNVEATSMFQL
# Numbers without * were called inactive; & = joins results of further samples.
SMILES | CXCR6 inh
CC1OC(OC2C(O)CC(OC3C(O)CC(OC4CCC5(C)C(CCC6C5CCC5(C)C(C7=CC(=O)OC7)C(O)CC65O)C4)OC3C)OC2C)CC(O)C1O (stereo unspecified) | 3.4
O=[N+]([O-])c1c(Cl)c(Cl)c(Cl)c(Cl)c1Cl | -16.9
CC(Cc1ccc(O)cc1)NCC(O)c1ccc(O)c(O)c1 (stereo unspecified) | -9.4
O=c1[nH]c2ccccc2n1C1CCN(C(c2ccccc2OC(F)(F)F)c2nnnn2-c2ccc3c(c2)OCCO3)CC1 (stereo unspecified) | 6.5
COc1ccc(C(=O)O)cc1OC | -4.1
C[C@]1(O)CC[C@H]2[C@@H]3CCC4=CC(=O)CC[C@]4(C)[C@@]3(F)[C@@H](O)C[C@@]21C | 0.4
Cc1ccc(OC(=O)N(C)C[C@@H]2OCc3cnnn3CCCC(=O)N([C@@H](C)CO)C[C@@H]2C)cc1 | 0.9
CS(=O)(=O)c1ccc(C2=C(CNC(=O)c3nccs3)[C@H]3CC[C@@H](C2)N3Cc2ccco2)cc1 | 1.0
COC1=CC(=O)OC(CCc2ccc3c(c2)OCO3)C1 (stereo unspecified) | -2.5
COCOC1CCC2C3CCC4=CC(=O)CCC4=C3C=CC12C (stereo unspecified) | 1.7
CS(=O)(=O)c1ccc(C2=C(CNC(=O)c3ccc([N+](=O)[O-])cc3)[C@H]3CC[C@@H](C2)N3CCOc2ccccc2)cc1 | 4.5
Cc1cc(N(CCCl)CCCl)ccc1C=NNC(=O)Cc1cc(=O)oc2cc(O)ccc12 | 2.7
CCOC(=O)c1cccc(C2=C(CNC(=O)c3ccc([N+](=O)[O-])cc3)[C@H]3CC[C@@H](C2)N3Cc2ccccc2)c1 | 10.3
Cc1ccc(N2C(=O)NC(=O)/C(=C\C=C\c3ccco3)C2=O)cc1C | 30.5
COC(=O)C12CCc3cc(OC)ccc3C1=CC(=O)C2 (stereo unspecified) | 1.7
FC(F)(F)c1cccc(NC2=NCCS2)c1 | -2.8
CN1CCN(c2cccc3c2C(=O)c2ccccc2C3=O)CC1 | 6.1
O=C1NC(=O)N(c2ccc(F)cc2)C(=O)/C1=C/c1ccc2c(c1)CCCN2Cc1ccccc1 | 0.5
COc1ccc(CN2CCN(C(=O)Cc3ccccc3)CC2)cc1OC | -9.6
Cc1[nH]nc2ccc(-c3cncc(OC[C@@H](N)Cc4c[nH]c5ccccc45)c3)cc12 | -16.1
CSCCC(c1nnnn1Cc1ccccc1)N1CCC2(CC1)C(=O)NCN2c1ccccc1 (stereo unspecified) | 10.2
COc1ccc(C(c2nnnn2-c2ccc3c(c2)OCCO3)N2CCC3(CC2)C(=O)NCN3c2ccccc2)cc1 (stereo unspecified) | -2.0
Fc1ccccc1CN1Cc2ccccc2-n2nncc2C1 | 7.1
CNC(=O)Oc1cccc(-c2cn3cc(OC(=O)NC)ccc3n2)c1 | 0.9
O=C(NCC1=C(c2ccc3ccccc3c2)C[C@@H]2CC[C@H]1N2Cc1ccco1)c1cccnc1 | 4.1

# Part of the list above, with each value named.
COc1ccc(C(=O)O)cc1OC
  CXCR6 inh = -4.1
C[C@]1(O)CC[C@H]2[C@@H]3CCC4=CC(=O)CC[C@]4(C)[C@@]3(F)[C@@H](O)C[C@@]21C
  CXCR6 inh = 0.4

# Next records follow.
SMILES | CXCR6 inh
CCC1C(c2cc(OC)c(OC)c(OC)c2)c2cc3c(cc2OC1N1CCCC1)OCO3 (stereo unspecified) | 5.3
O=C(Cc1cccs1)N1Cc2ccccc2-n2nncc2C1 | -3.3
O=C(c1cc(Cl)cc(Cl)c1)N1Cc2ccccc2-n2nncc2C1 | 2.9
CN1CCC2(CC1)c1ccccc1-c1ccccc12 | 3.0
c1ccc2c(c1)[IH]c1ccccc1-2 | -16.6
c1ccc2c(CCN3CCCCC3)c[nH]c2c1 | 3.3
COC(=O)C12OCC34C(CC5C(C)=C(O)C(=O)CC5(C)C3C(O)C1O)OC(=O)C(OC(=O)/C=C(\C)C(C)C)C24 (stereo unspecified) | -6.6
CCC(C)C1NC(=O)C(NC(=O)C(CC(C)C)N(C)C(=O)C2CCCN2C(=O)C(C)O)C(C)OC(=O)C(Cc2ccc(OC)cc2)N(C)C(=O)C2CCCN2C(=O)C(CC(C)C)NC(=O)[C@H](C)C(=O)[C@H](C(C)C)OC(=O)CC1O (stereo partly specified) | 15.5
CC(=O)OC1CCC2(C)C3CCC4(C)C(OC(C)=O)CCC4C3C(C)C2(O)C1 (stereo unspecified) | -6.0
CC1CC2(C)C(=CC1=O)CCC1C3CCC(C)(O)C3(C)CC3OC312 (stereo unspecified) | -3.4
N#CC12c3ccccc3C(=O)N1Cc1cnnn1-c1ccccc12 (stereo unspecified) | -2.1
O=C1NC(=O)C2C1C1(Cl)C(Cl)=C(Cl)C2(Cl)C1(Cl)Cl (stereo unspecified) | -1.2
O=C1CC2OCC=C3CN4CCC56c7ccccc7N1C5C2C3CC46O (stereo unspecified) | 0.0
CC(C)(C)C(=O)N1Cc2cnnn2-c2ccccc2C1C#N (stereo unspecified) | -4.0
c1cc2c(cc1N1CCCCC1)CNCc1cnnn1-2 | -5.6
CCOC(=O)[C@]12Cc3cc(N(C)C)ccc3[C@H]1N(Cc1ccccc1)C(=O)c1ccccc12 | 11.9
C[C@]12CCC3C(CC[C@@H]4C[C@@H](O)CC[C@]34C)C1CC[C@@H]2O (stereo partly specified) | -1.9
CC1CN1P(=S)(c1ccccc1)N1CC1C (stereo unspecified) | 4.5
N#Cc1ccc2nc(-c3ccc(CN4CCC(n5c(=O)[nH]c6ccccc65)CC4)cc3)c(-c3ccccc3)nc2c1 | 5.4
S=C(NCCc1ccccc1)N1Cc2ccc(Br)cc2-n2nncc2C1 | -0.5
COc1ccc(C(CC(C)=O)c2c(O)c3ccccc3oc2=O)cc1OC (stereo unspecified) | 1.4
O=C1c2cccc(N3CCNCC3)c2C2CCCCN12 (stereo unspecified) | 0.1
O=C(O)C(O)(c1ccc(Cl)cc1)C1(O)CCCC1 (stereo unspecified) | -3.2
CC(=O)OC12COC1CC(O)C1(C)C(=O)C(O)C3=C(C)C(O)CC(O)(C(OC(=O)c4ccccc4)C21)C3(C)C (stereo unspecified) | 2.5
Cc1c(NS(=O)(=O)c2ccccc2)ccc([N+](=O)[O-])c1Cl | 6.7

# Grouped by structure, those above containing a cyano group
SMILES | CXCR6 inh
N#CC12c3ccccc3C(=O)N1Cc1cnnn1-c1ccccc12 (stereo unspecified) | -2.1
CC(C)(C)C(=O)N1Cc2cnnn2-c2ccccc2C1C#N (stereo unspecified) | -4.0
N#Cc1ccc2nc(-c3ccc(CN4CCC(n5c(=O)[nH]c6ccccc65)CC4)cc3)c(-c3ccccc3)nc2c1 | 5.4

# Next part:
SMILES | CXCR6 inh
OCC1CN1C1CCCCC1 (stereo unspecified) | 2.2
O=C1CC(=O)N(c2ccccc2)C(=O)N1 | -4.4
CN1CC2CN(Cc3ccccc3)S(=O)(=O)C2C1 (stereo unspecified) | 0.2
CC(C)C(NC(=O)C(C(C)C)N(C)C)C(=O)N(C)C(C(=O)N1CCCC1C(=O)N1CCCC1C(=O)NCc1ccccc1)C(C)C (stereo unspecified) | -7.6
Cc1ccccc1C(=O)N1Cc2ccccc2-n2nncc2C1 | -1.0
O=C1NCN(c2ccccc2)C12CCN(C(c1ccccc1)c1nnnn1Cc1ccccc1)CC2 (stereo unspecified) | 3.8
CC(=O)C1C(N2CC2)CC2C3CC=C4CC(O)CCC4(C)C3CCC21C (stereo unspecified) | 3.3
CC(=O)O/C(=C1\CC2C3CC=C4CC(OC(C)=O)CCC4(C)C3CCC2(C)C1=O)C(F)(F)F (stereo unspecified) | 62.2*
Cc1cc(-c2ccc(N)c(C)c2)ccc1N | 1.3
COc1ccc(C(=O)CC(c2ccc(OC)c(OC)c2)c2c(O)c3ccccc3oc2=O)cc1OC (stereo unspecified) | -5.5
CC1=CC(O)C(O)C2(C)C1CC1OC(=O)CC3C(C)C(O)C(=O)C2C13CO (stereo unspecified) | 5.2
CC(=O)C1CCC2C3CCC4CC(O)CCC4(C)C3C(O)CC12C (stereo unspecified) | -7.1
O=[N+]([O-])c1ccc(OP(=O)(O)Oc2ccc([N+](=O)[O-])cc2)cc1 | 7.5
CCCC(=O)NC1=C(N2CC2)C(=O)C(NC(=O)CCC)=C(N2CC2)C1=O | -12.6
CC=C(CC)C1(CCC)C(=O)NC(=S)NC1=O | 6.4
CSCCC(c1nnnn1-c1c(C)cccc1C)N1CCC(n2c(=O)[nH]c3ccccc32)CC1 (stereo unspecified) | 5.9
CN(C)c1ccc(/C=C/c2cc[n+](C)c3ccccc23)cc1 | 36.5&28.5
NC(=O)c1c(NC(=O)c2ccc(S(=O)(=O)N(CCCl)CCCl)cc2)sc2c1CCCCC2 | -8.0
CC1C(c2ccccc2)OCCN1C (stereo unspecified) | -0.4
CC(C)N1CCOC(c2ccc(O)c(O)c2)C1 (stereo unspecified) | 3.6
CN1CCN(Cc2cn(C)c3ccccc23)CC1CCO (stereo unspecified) | 0.6
COc1cc(C(=O)O)cc(OC)c1OC | -5.6
CCOC(=O)c1cccc(C2=C(CNC(=O)c3ccncc3)[C@H]3CC[C@@H](C2)N3Cc2ccccc2)c1 | -2.0
CCC1CN1P(=S)(N1CC1CC)N1CC1CC (stereo unspecified) | 5.5
COc1cc(C(=O)N2Cc3ccc(Br)cc3-n3nncc3C2)cc(OC)c1OC | 6.4

# Following part:
SMILES	CXCR6 inh
Brc1ccc2c(c1)-n1nncc1CN(CC1CCCCC1)C2	-4.9
CCOC(=O)c1cccc(C2=C(CNC(=O)c3nccs3)[C@H]3CC[C@@H](C2)N3Cc2ccccc2)c1	8.2
CCS(=O)(=O)CCSP(=O)(OC)OC	0.9
O=C1NC2C(O)C(O)C(O)C(O)C2c2cc3c(c(O)c21)OCO3 (stereo unspecified)	-3.4
COc1ccc(CN2Cc3cc(-c4ccc(OC)cc4)ccc3-n3nncc3C2)cc1	5.7
c1cc2c(c(NC3=NCCCS3)c1)CCCC2	2.1
CC(NC(=O)N1CC1(C)C)c1ccccc1 (stereo unspecified)	8.0
CC1([N+](=O)[O-])COP(=O)(Nc2cccc(Br)c2)OC1 (stereo unspecified)	-2.4
COc1cccc(C(c2nnnn2-c2c(C)cccc2C)N2CCC(n3c(=O)[nH]c4ccccc43)CC2)c1OC (stereo unspecified)	9.3
O=C(CCN1CC=C(c2ccccc2)CC1)NCc1ccccc1	-0.9
CN1C(=O)NC(=O)C2(CCCC2)C1=O	-1.6
O=C1c2ccccc2-n2nncc2C2c3cc(Br)ccc3CCN12 (stereo unspecified)	-4.8
O=C1NCN(c2ccccc2)C12CCN(C(c1nnnn1C1CCCCC1)C1CC1)CC2 (stereo unspecified)	4.6
COc1ccc(-n2c(/C=C/c3cccc(F)c3)nc3ccccc3c2=O)c(OC)c1	7.6
C[C@@H]1CN([C@@H](C)CO)C(=O)CCCn2nncc2CO[C@@H]1CN(C)C(=O)Oc1cccc2ccccc12	-2.2
CC(=O)OC1CCC2(C)C(CCC3C2CC(=O)C2(C)C3CC(N3CC3)C2C(C)=O)C1 (stereo unspecified)	4.6
CCOC(=O)CC(SP1(=S)OCC2(CC=CCC2)CO1)C(=O)OCC (stereo unspecified)	-8.2
Clc1cccc(N2Cc3ccccc3-n3nncc3C2)c1	4.7
CCCOc1ccccc1OCC(=O)N1CCN(CC(=O)N2CCOCC2)CC1	6.6
C[C@@H]1CN([C@@H](C)CO)C(=O)CCCn2nncc2CO[C@@H]1CN(C)C(=O)Oc1ccc2ccccc2c1	7.1

# Some values from the entries so far.
# In CXCR6 inh, Clc1cccc(N2Cc3ccccc3-n3nncc3C2)c1 shows 4.7
# In CXCR6 inh, COc1ccc(-n2c(/C=C/c3cccc(F)c3)nc3ccccc3c2=O)c(OC)c1 shows 7.6
# In CXCR6 inh, C[C@@H]1CN([C@@H](C)CO)C(=O)CCCn2nncc2CO[C@@H]1CN(C)C(=O)Oc1cccc2ccccc12 shows -2.2
# In CXCR6 inh, COc1cccc(C(c2nnnn2-c2c(C)cccc2C)N2CCC(n3c(=O)[nH]c4ccccc43)CC2)c1OC (stereo unspecified) shows 9.3
# In CXCR6 inh, O=C1c2ccccc2-n2nncc2C2c3cc(Br)ccc3CCN12 (stereo unspecified) shows -4.8

# Back to the main list with the two entries that preceded the break.
SMILES	CXCR6 inh
CCCOc1ccccc1OCC(=O)N1CCN(CC(=O)N2CCOCC2)CC1	6.6
C[C@@H]1CN([C@@H](C)CO)C(=O)CCCn2nncc2CO[C@@H]1CN(C)C(=O)Oc1ccc2ccccc2c1	7.1
CNCC(=O)c1ccc(O)c(O)c1	-7.9
O=c1[nH]c2ccccc2n1C1CCN(Cc2ccc(-c3nc4ccc(F)cc4nc3-c3ccccc3)cc2)CC1	13.2
CCCCn1nnnc1C(c1cccs1)N1CCC2(CC1)C(=O)NCN2c1ccccc1 (stereo unspecified)	-6.3
Cn1c(=O)cc(SCC(=O)N2CCC3(CC2)OCCO3)c2ccccc21	-0.7
O=P(N1CC1)(N1CC1)N1CCc2ccccc21	-3.5
C=C1C(C)C2C(Cc3ccccc3)NC(=O)C23C(OC(C)=O)C=CC(C)(O)CC(C)CC=CC3C1O (stereo unspecified)	-1.6
CCCCC1(CCC)C(=O)NC(=S)NC1=O	6.9
CN(C)Cc1c[nH]c2cc([N+](=O)[O-])ccc12	4.2
CNC(=O)CSP(=S)(OC)OC	-1.1
C=C1C(=O)OC2CCN3CC=C(COC(=O)C(C)(O)C4(CO4)C1C)C23 (stereo unspecified)	-6.7
COc1ccc2c(c1)C13CCN4CC5=CCOC6CC(=O)N2C1C6C5CC43 (stereo unspecified)	-5.0
c1ccc(-c2ccc3c(c2)CNCc2cnnn2-3)cc1	4.4
Nc1ccc(-c2ccc(N)cc2)cc1	3.1
O=C(NP(=O)(N1CC1)N1CC1)c1cc(I)ccc1I	-3.3
O=C(c1cccs1)N1CCC(C(=O)O)(c2ccccc2)CC1	2.3
CN(C)c1ccc(/C=C/C=C2/C(=O)NC(=O)N(c3ccccc3)C2=O)cc1	46.2*
CN1C2CCC1/C(=C/c1ccccn1)C(=O)/C2=C\c1ccccn1	37.8*
O=C(COc1ccc(Br)cc1)N1CCN(Cc2ccncc2)CC1	4.6
CCC(C)(O)C(=O)OC1C(=O)OC2CC3C(C)=CC(=O)C(O)C3(C)C3C4(O)OCC23C1C(C)C4O (stereo unspecified)	-6.1
Cc1cccc2nc(-c3ccccc3)c(-c3ccc(CN4CCC(n5c(=O)[nH]c6ccccc65)CC4)cc3)nc12	16.1

# An excerpt; the hit share may differ from the screen's.
